Screening results deposited in PubChem by National Center for Advancing Translational Sciences (NCATS).
ELG1 genotoxic = qHTS screen for small molecules that induce genotoxicity in human embryonic kidney (HEK293T) cells expressing luciferase-tagged ELG1; HEK293T ELG1-luciferase reporter, luminescence, 16 h; AID 504466, 2011; Potency, µM (doses to about 46 µM), without a hit: at the top dose activity change, positive = activation, hits mostly activators; 330,000 tested, 1.3% active; also: potency is read from the fitted curve at half-maximal effect; % of control where 0% means no effect; nearly all actives have a fitted effect of over 60% in size
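Quantitative HTS format in 1536-well plates. HEK293T ELG1-luciferase reporter cells receive test compound and are incubated 16 hr at 37 °C, 5% CO2; ONE-Glo added, 30 min room temperature, then luminescence read.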
FLuc counter = qHTS profiling assay for firefly luciferase inhibitor/activator using purifed enzyme and Km concentrations of substrates (counterscreen for miR-21 project). Luciferin 4-monooxygenase (Photinus pyralis), P08659. purified FLuc, Km substrates, luminescence inhibition. Potency, µM (highest dose often 57.5 µM), without a hit: top-dose activity change, negative = inhibition, most hits filed as inhibitors. 360,000 tested, 6.9% active;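 also: potency is read from the fitted curve at half-maximal effect; plate controls were vehicle for no effect and reference inhibitor for full effect; nearly all actives have a fitted effect of over 55% in size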
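Purified P. pyralis luciferase, 10 nM final, with Km-level 10 uM D-luciferin and 10 uM ATP in 50 mM Tris acetate pH 7.5, 10 mM Mg acetate, 0.01% Tween-20, 0.05% BSA; 6-point qHTS titration about 60 µM downward; luminescence read.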
p53 reactivation = qHTS assay for re-activators of p53 using a Luc reporter; 320,000 tested, 0.063% active; H1299 p53-A138V BP100-luciferase reporter, luminescence, 24 h; AID 504706, 2011; Potency, µM (doses to about 92.2 µM), for inactives: top-dose activity change, positive = activation, most hits filed as activators; also: potency is read from the fitted curve at half-maximal effect; % of control where 0% means no effect; nearly all actives have a fitted effect of over 45% in size
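p53-null H1299 cells stably carrying temperature-sensitive p53-A138V and a BP100-luciferase reporter were pinned with compounds (4-point, 1:5 series) and held 24 hrs at 37 deg C. Luminescence was read 10 min after detection reagent.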
RORg inh = qHTS for inhibitors of ROR gamma transcriptional activity; Drosophila S2 Gal4-RORgamma UAS-luciferase reporter, 20 h; Nuclear receptor ROR-gamma (Mus musculus), P51450; Potency, µM (series often up to 53.6 µM), without a hit: top-dose activity change, negative = inhibition, most hits filed as inhibitors; 310,000 tested, 5.4% active; also: potency is read from the fitted curve at half-maximal effect; % is scaled to controls: 0 for no effect and ±100 for the full control effect; nearly all actives have a fitted effect of over 60% in size
Target sequence (P51450 whole entry, looked up, the tested form may be a part): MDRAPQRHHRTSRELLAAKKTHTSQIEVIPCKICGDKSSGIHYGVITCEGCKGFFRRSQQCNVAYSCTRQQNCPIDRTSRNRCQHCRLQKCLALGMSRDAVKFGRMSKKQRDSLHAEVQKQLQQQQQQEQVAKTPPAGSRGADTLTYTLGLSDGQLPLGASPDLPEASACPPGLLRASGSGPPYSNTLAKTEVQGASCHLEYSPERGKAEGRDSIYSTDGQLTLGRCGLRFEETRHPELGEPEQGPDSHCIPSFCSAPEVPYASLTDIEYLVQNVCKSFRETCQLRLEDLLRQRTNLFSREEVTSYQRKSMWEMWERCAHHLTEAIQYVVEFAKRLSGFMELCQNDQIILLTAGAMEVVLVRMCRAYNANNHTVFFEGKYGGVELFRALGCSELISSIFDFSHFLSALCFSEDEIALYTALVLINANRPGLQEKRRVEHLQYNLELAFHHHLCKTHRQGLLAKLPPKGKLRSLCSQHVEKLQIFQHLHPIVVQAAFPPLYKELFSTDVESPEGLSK
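Read-out: Photinus luciferase luminescence; inhibitors lower reporter signal. Insect Schneider cells with Gal4-ROR gamma fusion under metallothionein promoter, UAS reporter; 700 uM final copper sulfate induction, 20 hr, ambient temperature.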
Rab9 prom act = qHTS Assay for Rab9 Promoter Activators. Potency, µM (top dose mostly 9.22 µM), for the others: top-dose activation, negative = inhibition, hits mostly activators. Huh7 Rab9 promoter-luciferase reporter, luminescence, 24 h. 320,000 tested, 2.8% active; also: potency is read from the fitted curve at half-maximal effect; % of control where 0% means no effect; nearly all actives have a fitted effect of over 60% in size
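Luminescence read-out: Huh7 cells stably expressing Rab9-luciferase, treated 24 h with compound at 37 °C, then lysed with luciferase reagent for 10 min at ambient before reading.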
BRCA1 expr up = qHTS Assay to Identify Small Molecule Activators of BRCA1 Expression | MCF7-BRCA1-FFLuc reporter, luminescence, 48 h; response scale: scaled: vehicle 0%, 10 µM genistein 100% | Potency, µM (titrated, usually from 46.1 µM), inactives show at the highest dose activation, usual class: activators | 380,000 tested, 1.1% active | AID 624202, 2012; also: potency is read from the fitted curve at half-maximal effect; nearly all actives have a fitted effect of over 80% in size; some results filed as inactive show a strong effect at the top dose
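First, MCF7-BRCA1-FFLuc cells (2000/well) attach for 2 h; next, compounds are pin-added and incubated 48 h at 37 °C; finally, luciferase reagent is added and luminescence read after 15 min.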
ELG1 DNA repair = qHTS screen for small molecules that inhibit ELG1-dependent DNA repair in human embryonic kidney (HEK293T) cells expressing luciferase-tagged ELG1 | HEK293T ELG1-luciferase reporter, luminescence, 16 h; DNA damage induced by 5-fluorouridine | Potency, µM (highest dose often 46.1 µM), inactives show top-dose activity change, negative = inhibition, usual class: inhibitors | 330,000 tested, 2.3% active | AID 504467, 2011; also: potency is read from the fitted curve at half-maximal effect; % is scaled to controls: 0 for no effect and ±100 for the full control effect; nearly all actives have a fitted effect of over 55% in size
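Reporter activity after DNA damage by 5-fluorouridine is monitored. Compound-treated cells incubate 16 hr at 37 °C, then ONE-Glo is added for 30 min before luminescence reading.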
TRPV1 ag = HTS Assay for Compounds that Act as Agonists of the Vanilloid Receptor 1. Transient receptor potential cation channel subfamily V member 1 (Homo sapiens), Q8NER1. TRPV1-expressing cells, Fluo-8 calcium influx, agonist mode. activation, % at 8.33 µM. 320,000 tested, 0.19% active; in the data active = activation above about 80%; inconclusive = between about 30% and that limit; also: 0% is about no effect
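Fluo-8 calcium influx in TRPV1-expressing cells, kinetic read (ex 480/em 520 nm). Compound added and read 3 min for agonist activity, followed by capsaicin at EC20 final and 2 min further read for enhancement.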
Gal4-VP16 FLuc = VP16 counterscreen qHTS for inhibitors of ROR gamma transcriptional activity; 310,000 tested, 3.5% active; AID 2546, 2010; Potency, µM (titrated, usually from 53.6 µM), inactives show at the highest dose activity, negative = inhibition, usual class: inhibitors; Drosophila S2 Gal4-VP16 UAS-luciferase, luminescence, 20 h;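 also: Gal4-VP16 expression switched on by copper sulfate through the metallothionein promoter; potency is read from the fitted curve at half-maximal effect; % is scaled to controls: 0 for no effect and ±100 for the full control effect; nearly all actives have a fitted effect of over 50% in size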
Tb PFK block = qHTS Assay to Find Inhibitors of T. brucei phosphofructokinase; ATP-dependent 6-phosphofructokinase (Trypanosoma brucei brucei), O15648; T. brucei PFK, ADP-Glo luminescence; Potency, µM (highest dose often 57.5 µM), for inactives: at the highest dose activity, negative = inhibition, actives largely listed as inhibitors; AID 485367, 2010; 330,000 tested, 0.17% active;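 also: potency is read from the fitted curve at half-maximal effect; 0% = uninhibited 1x PFK enzyme wells and -100% = no-enzyme wells; nearly all actives have a fitted effect of over 60% in size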
Target sequence (O15648 whole entry, looked up): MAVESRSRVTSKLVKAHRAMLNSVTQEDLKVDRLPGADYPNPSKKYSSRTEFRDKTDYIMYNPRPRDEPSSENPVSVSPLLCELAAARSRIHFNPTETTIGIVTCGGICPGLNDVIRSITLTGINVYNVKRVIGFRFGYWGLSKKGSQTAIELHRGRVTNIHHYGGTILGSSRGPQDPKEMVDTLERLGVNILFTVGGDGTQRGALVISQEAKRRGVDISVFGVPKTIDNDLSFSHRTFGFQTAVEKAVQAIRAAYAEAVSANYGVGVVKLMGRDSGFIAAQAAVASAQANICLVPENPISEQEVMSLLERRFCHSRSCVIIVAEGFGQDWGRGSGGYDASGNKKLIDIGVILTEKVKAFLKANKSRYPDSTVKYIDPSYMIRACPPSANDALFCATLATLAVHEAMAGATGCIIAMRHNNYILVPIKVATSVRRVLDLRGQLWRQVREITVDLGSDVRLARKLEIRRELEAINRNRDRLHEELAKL
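ADP-Glo luminescence quantified ADP after 45 min at room temperature, with 1.25 nM T. brucei PFK, 0.1 mM ATP and 0.5 mM fructose-6-phosphate in pH 8.0 TEA buffer. qHTS titrations up to 57 µM; curves classified by quality.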
NPC1 prom act = qHTS Assay for NPC1 Promoter Activators; Potency, µM (doses to about 9.22 µM), inactives show top-dose activation, actives largely listed as activators; Huh7 NPC1 promoter luciferase reporter, 24 h; AID 485313, 2010; 320,000 tested, 2.4% active;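 also: potency is read from the fitted curve at half-maximal effect; % of control where 0% means no effect; nearly all actives have a fitted effect of over 60% in size; reporter is driven by a mutant NPC1 promoter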
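Readout is luciferase luminescence, reflecting NPC1 promoter activation in stably transfected Huh7 cells after 24 h compound exposure at 37 °C in reduced-serum medium with 10% FBS.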
The depositor's hits bear a star; ? = inconclusive; nt = no result given; & = joins results of further samples; [ ] = dose if it differs, or a comment. Unless noted, calls follow the shape of the dose curve; as a rule, active = well fitted curve in the direction sought with a large enough effect; inconclusive = small, poorly fitted or top-dose-only effect, or another doubt; inactive = no such curve, though single readings can be large; an effect the other way counts as inactive or inconclusive.

SMILES | ELG1 genotoxic | FLuc counter | p53 reactivation | RORg inh | Rab9 prom act | BRCA1 expr up | ELG1 DNA repair | TRPV1 ag | Gal4-VP16 FLuc | Tb PFK block | NPC1 prom act
COc1ccc(C=O)cc1COc1ccc2c(c1)OCO2 | 4% | ? | 29% | nt | 1% | -23% | 14% | 3 | nt | 0% | 1%
COc1ccc(NC(=O)Nc2ccc(CC(=O)O)cc2)cc1 | -2% | 13µM* | -1% | -10% | 4% | 2% | 18% | 0 | -6% | -17% | -2%
CCCCn1c(SCc2cc(=O)n3ccsc3n2)nc2cc(C(=O)OC)ccc2c1=O | -7% | 0% | -1% | 11% | 9% | nt | 14% | 0 | -2% | -8% | 2%
CCN(CC(=O)NCc1cccs1)C(=O)c1cc(Br)ccc1O | -1% | nt | -3% | nt | nt | 1% | ? | nt | nt | -1% | nt
O=C1CC(=O)CC(c2ccccc2Cl)C1 | 1% | 1% | -3% | ? | 1% | 0% | 19% | 2 | -6% | 5% | -3%
CCOC(=O)c1cc2c(s1)-c1c(C)cccc1OC2 | ? | 13µM* | ? | 16% | ? | 2% | ? | 28 | 0% | 2% | ?
CNc1snc(C)c1C(=O)OC(C)C(=O)c1ccc(F)cc1 (centres undefined) | -1% | 1% | 0% | nt | -13% | -24% | -25% | ? | nt | -7% | -1%
O=C(CCCc1ccccc1)NCCCN1CCOCC1 | 0% | 2% | 3% | 9% | 2% | -19% | 12% | 1 | 2% | -2% | 0%
Cc1ccc(SCC(=O)c2c(C)[nH]c3ccccc23)cc1 | 15% | -6% | 23% | -15% | 28% | -6% | ? | 6 | 3% | 3% | 25%
CCOc1ccc(NC(=O)c2cc([N+](=O)[O-])ccc2N2CCOCC2)cc1 | -4% | -9% | 1% | nt | -2% | -72% | 0% | -3 | nt | 3% | -3%
COc1ccc(C2(C(=O)Nc3ccc(S(N)(=O)=O)cc3)CCCC2)cc1 | -5% | -3% | 7% | 29% | 0% | 0% | -16% | 8 | -9% | 1% | -5%
Cc1cccc(C)c1OCC(=O)Nc1ccc(N2CCOCC2)cc1 | 0% | 6% | -2% | 13% | -11% | -4% | -12% | -2 | 2% | -5% | 0%
O=C(CCN1CCN(Cc2ccccc2)CC1)Nc1cccc(Br)c1 | -10% | -2% | 1% | 0% | -8%[1.84 µM] | 3% | -12% | 9 | 2% | 4% | 2%
CCCn1c(SCc2nc3sc(C)c(C)c3c(=O)[nH]2)nc2ccccc2c1=O | 7% | -1% | 0% | -29% | -1% | -14% | -13% | 1 | 3% | 1% | -5%
CCCCOc1cccc(OCC(=O)Nc2nc3ccccc3[nH]2)c1 | -1% | -10% | 12% | 16µM* | 0% | -38% | 8% | 0 | ? | -5% | 1%
OCCN1CNC(=S)NC1 | 0% | 0% | 1% | 2% | -2% | -15% | 0% | 0 | -3% | -11% | -9%
COC(=O)/C(C#N)=C/c1c(-c2ccccc2)nc2n1CCS2 | 0% | -1% | -3% | 9% | 17% | -6% | 24% | -7 | 8% | 2% | 1%
O=C(CN1CCC(NC(=O)c2ccccc2F)CC1)Nc1ccc2c(c1)OCCO2 | -1% | -5% | -2% | 10% | -7% | 4% | -12% | 0 | 5% | 0% | -3%
CC(C)C(NC(=O)OCc1ccccc1)C(=O)OCC(=O)NCc1ccco1 (centres undefined) | -6% | 0% | 4% | 7% | -1% | 6% | 1% | 8 | -3%[0.365 µM] | -27% | 0%
COc1ccccc1NS(=O)(=O)c1ccc(C)c(NC(=O)NCCCl)c1 | -7% | -1% | -4% | 1% | -4% | -7% | ? | 8 | -2% | -5% | 4%
Cc1cccc(Cc2nnc(CCC(=O)NCc3cn4ccccc4n3)o2)c1 | -4% | 5% | ? | 5% | 4% | 0% | 14% | 1 | -3% | 9% | -2%
O=C(CCSCc1cccc(Cl)c1)NCCc1ccc(Cl)cc1 | 1% | -18%&2% | -10% | 9% | -3% | -6% | 6% | ? | 5% | -4% | 0%
O=C(Cc1ccc(F)cc1)N/N=C/c1ccc2c(c1)OCO2 | ? | -18% | 4% | -4% | 2.8µM* | 4µM* | ? | -2 | ? | -1% | ?
CCN1C(=O)[C@@H]2[C@@H](c3ccc(-c4ccc5c(c4)OCO5)cc3)N3CCCC[C@@]3(C(=O)OC)[C@@H]2C1=O | -7% | 6% | -7% | nt | 1% | -24% | ? | 0 | nt | -5% | -3%
O=C(CCc1ccccc1)NNC(=O)c1cc(Cl)ccc1O | -7% | -16% | 8% | ? | -4% | -28% | ? | 1 | 2% | -2% | -1%

(list continues)
SMILES | ELG1 genotoxic | FLuc counter | p53 reactivation | RORg inh | Rab9 prom act | BRCA1 expr up | ELG1 DNA repair | TRPV1 ag | Gal4-VP16 FLuc | Tb PFK block | NPC1 prom act
COc1cccc(NC(=O)Cc2c(C(=O)O)[nH]c3ccccc23)c1 | 0% | -12% | -1% | 26% | 13% | -2% | 15% | 1 | -12% | -1% | 7%
COc1cc2[nH]c(C(=O)NCCc3ccccc3)cc2c(OC)c1OC | 7% | -5% | -3% | 20% | -4% | -1% | 18% | 3 | 25% | 0% | 2%
CNc1ccc(Br)cc(C(=O)/C=C/c2cccc(OC)c2OC)c1=O | -13% | ? | -27% | ? | -5% | -2%[1.84 µM] | ? | -2 | ? | -7% | -1%
COc1cc(OC)c(OC)cc1CN1CCN(Cc2ccco2)CC1 | 2% | -2% | nt | 40% | 4% | -32% | -1% | -1 | -9% | -11% | -1%
CC(=O)N1CC(=O)N(CC(=O)Nc2ccc(Br)cc2)C1=S | -7% | 2% | 0% | -36% | 4% | -8% | 0% | 1 | -6% | -19% | -1%
CCn1c(SCC(=O)Nc2cc(C)on2)nnc1-c1ccc(S(=O)(=O)N2CCCC2)cc1 | -9% | 0% | 2% | 1% | -1% | -1% | 1% | 0 | 7% | -4% | 1%
Cc1ccc(CN2C(=O)C(Cc3ccccc3)Nc3ncnc(N4CCN(c5ccccc5)CC4)c32)cc1 (centres undefined) | -2% | 0% | 2% | nt | -10% | -3% | -14% | 16 | nt | 0% | -9%
CC(=O)Nc1ccccc1Nc1cc(C#N)c(C#N)cc1[N+](=O)[O-] | -3% | -1% | -2% | -43% | 3% | -43% | -2% | -5 | 0% | 0% | 2%
NC(CCC(=O)O)C12CC3CC(CC(C3)C1)C2 (centres undefined) | 2% | 0% | -4% | 2% | 11% | -3% | 8% | 0 | -2% | -2% | 0%
O=C1C=C(c2cccc(Cl)c2)C[C@@H](c2ccc(Cl)cc2)C1 | 0% | -1% | -5% | nt | 0% | -6% | -1% | ? | nt | 7% | 0%
NCCCC[C@H](N)c1nnc([C@H](CC(=O)O)NC(=O)C2CCNCC2)o1 | 0% | -1% | 2% | -10% | 0% | -1% | -11% | -4 | 3% | -1% | -2%
O=C(NCc1ccc(F)cc1)N[C@@H](Cc1ccccc1)C(=O)O | 1% | 2% | -2% | -15% | -8% | 4% | -4% | -4 | -3% | 3% | 9%
COc1ccccc1-n1c(SCC(=O)N2CCOCC2)nc(O)cc1=O | -5% | 1% | 0% | -45% | 11% | 3% | 11% | -2 | -12% | 3% | -4%
CS(=O)c1ccccc1O (centres undefined) | -1% | 2% | 2% | 11µM* | 6% | 8% | 3% | -1 | -4% | 3% | -1%
Cn1c(-n2c(CCN3C(=O)c4ccccc4C3=O)nc3ccccc3c2=O)nc2ccccc21 | -13% | ? | -2% | -32% | -6% | nt | ? | 3 | 4% | -2% | 1%
CS(=O)(=O)N1N=C(c2cccs2)CC1c1ccccc1 (centres undefined) | 8% | 0% | 1% | 28% | -2% | 14% | 16% | -4 | -11% | 0% | 1%
COc1ccccc1NC(=O)C1CCCN1C(=O)NC1CCCCC1 (centres undefined) | 0% | 0% | -1% | 0% | -3% | -3% | 5% | -4 | 11% | -4% | -4%
